eIF4E-4G inh: eIF4E–eIF4G protein interaction inhibitors, primary screen, biochemical, uHTS, TR-FRET, eIF4GI fragment; Eukaryotic translation initiation factor 4E (Mus musculus) + Eukaryotic translation …; TR-FRET eIF4E-eIF4GI(517-606) binding, 2 h; inhibition, % at 21.7 µM; actives 0.37% (n = 220,000);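 active means inhibition above about 30%, limit read from the data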;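 further: 0% = full FRET control wells and 100% = background wells lacking eIF4GI fragment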
Rad51 HR inh: human RAD51 strand exchange inhibitors, primary screen, biochemical, fluorescence; DNA repair protein RAD51 homolog 1 (Homo sapiens), Q06609; hRad51 DNA strand exchange, fluorescence dequenching; inhibition, % at 10 µM; actives 0.085% (n = 200,000); AID 1385, 2008;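 active means inhibition above 40% at the single screening dose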;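 further: 0% = DMSO control wells and 100% = blanks with heterologous ssDNA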
Target sequence (Q06609 whole entry, looked up): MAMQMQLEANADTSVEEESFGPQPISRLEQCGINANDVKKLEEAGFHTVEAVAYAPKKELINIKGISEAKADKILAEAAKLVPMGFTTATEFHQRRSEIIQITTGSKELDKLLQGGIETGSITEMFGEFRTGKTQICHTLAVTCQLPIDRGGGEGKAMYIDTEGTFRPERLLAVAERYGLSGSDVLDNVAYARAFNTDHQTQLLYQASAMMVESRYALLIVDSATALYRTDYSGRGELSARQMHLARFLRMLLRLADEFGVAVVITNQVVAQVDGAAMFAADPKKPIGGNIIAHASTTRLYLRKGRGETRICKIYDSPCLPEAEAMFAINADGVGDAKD
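Test system: preformed human Rad51 ssDNA filaments. Compound dosing: single dose, 10 µM final compound. Incubation: filaments 15 min 37 °C, then compound 30 min. Technique: FRET fluorescence dequenching, excitation 485 nm, emission 520 nm. Read-out basis: percent inhibition from fluorescence, normalised to plate control and blank means. Benchmarks: plate controls and plate blanks.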
MDM2 E3 inh: MDM2-luciferase reporter signal enhancers, primary screen, MDM2 E3 ligase inhibitor project, cell-based, luminescence, 1536-well; E3 ubiquitin-protein ligase Mdm2 (Homo sapiens), Q00987; cell-based MDM2 ubiquitination luciferase reporter, 2 h; 0 = plate control, 100 = twice control, blank-subtracted; signal enhancement, % at 5 µM; actives 0.11% (n = 210,000);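 active means signal enhancement of 30% or more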;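 further: luminescence tracks abundance of the self-degrading MDM2-luciferase fusion protein; higher signal means inhibition of MDM2 E3 ligase activity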
Target sequence (Q00987 whole entry, looked up, the tested form may be a part): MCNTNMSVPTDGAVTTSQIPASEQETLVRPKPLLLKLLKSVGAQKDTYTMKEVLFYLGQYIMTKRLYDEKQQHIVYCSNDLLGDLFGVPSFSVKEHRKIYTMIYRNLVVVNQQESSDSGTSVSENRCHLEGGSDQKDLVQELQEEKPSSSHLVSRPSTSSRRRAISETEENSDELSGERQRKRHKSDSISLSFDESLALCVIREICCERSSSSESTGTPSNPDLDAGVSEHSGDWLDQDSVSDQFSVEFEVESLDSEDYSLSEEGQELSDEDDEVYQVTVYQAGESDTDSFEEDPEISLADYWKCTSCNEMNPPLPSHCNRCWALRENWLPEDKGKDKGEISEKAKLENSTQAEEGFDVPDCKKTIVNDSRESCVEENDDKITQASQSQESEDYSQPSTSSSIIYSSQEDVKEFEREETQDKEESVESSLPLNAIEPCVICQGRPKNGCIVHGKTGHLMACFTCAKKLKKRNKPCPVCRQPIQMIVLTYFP
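Test system: mammalian cells stably expressing self-ubiquitinating, self-degrading MDM2 E3–luciferase fusion; Amount: 2000 cells in each well; Medium: DMEM; Schedule: 4 h settle plus 2 h compound, 37 °C; Technique: SteadyLite luciferase luminescence after 15 min room-temperature reagent incubation; Benchmarks: plate control and blank wells.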
PERK inhibitor: block of dimerizer-induced PERK translation repression, primary screen, PERK inhibitor project, CHO PERK-DD cells, SEAP luminescence, HTS; Eukaryotic translation initiation factor 2-alpha kinase 3 (Homo sapiens), Q9NZJ5; CHO PERK-DD fusion, SEAP luminescence translation reporter; inhibition, % at 5.6 µM; actives 0.17% (n = 220,000); AID 1416, 2008;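 active means inhibition above the mean inhibition of all tested compounds plus 3 SD, set separately per screening campaign, cut at about 2.9% in these data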;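 further: PERK kinase domain activated by AP20187 dimerizer at 100 nM; 0% = DMSO with dimerizer and 100% = rapamycin at 8.4 µM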
TNF death inh: inhibitors of TNF-alpha triggered necroptosis, primary screen, cell-based, Jurkat FADD-/-, single concentration; activation (protection from cell death), % at 10 µM; Jurkat FADD-/- TNF necroptosis rescue, ATP luminescence, 24 h; 0 = TNF only, 100 = no-TNF cells; actives 0.068% (n = 220,000); AID 463075, 2010;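 active means activation, meaning protection from cell death, of at least 50% relative to plate controls; inactive means activation below 50%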;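 further: necroptosis triggered by 40 ng/mL TNF-alpha added together with compound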
zVAD death inh: inhibitors of zVAD-triggered necroptosis, primary screen, L929 cells; AID 1377, 2008; viability rescue, % at 10 µM; actives 0.38% (n = 220,000); L929 zVAD necroptosis rescue, ATP luminescence, 24 h; with zVAD 60 µM;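 active means activation, scaled between plate controls, above about 75%, limit read from the data; inactive means activation under that limit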;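 further: 0% = zVAD with DMSO and 100% = DMSO alone without zVAD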
m-calpain inh: inhibitors of pig calpain II, primary screen, biochemical, fluorogenic peptide substrate, 1536-well; purified calpain II, 30 min; inhibition, % at 16 µM; actives 0.37% (n = 220,000);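 active means inhibition above about 50%, limit read from the data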
EBV gp42 inh: Epstein-Barr virus gp42 inhibitors, primary screen, biochemical, uHTS, fluorescence polarization. Glycoprotein 42 (Epstein-Barr virus (strain AG876)), Q1HVG2. Fluorescence polarization binding assay, mP read-out. inhibition, % (tested at 21.74 µM). actives 0.42% (n = 220,000). AID 1085, 2008; in the data active means inhibition above about 50%
Target sequence (Q1HVG2 whole entry, looked up): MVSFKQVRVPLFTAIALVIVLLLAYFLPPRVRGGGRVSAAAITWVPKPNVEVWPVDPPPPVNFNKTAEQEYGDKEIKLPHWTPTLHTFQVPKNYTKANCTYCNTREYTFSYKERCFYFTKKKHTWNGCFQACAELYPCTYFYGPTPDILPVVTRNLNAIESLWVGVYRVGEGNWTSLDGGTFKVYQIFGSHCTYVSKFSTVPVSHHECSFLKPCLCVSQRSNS
Cl transport mod: KCC2 cotransporter modulators, thallium flux, primary screen, cell-based, HEK293 KCC2, FluoZin-2 fluorescence, MLSMR. actives 2.2% (n = 190,000). KCC2 cells, thallium flux FluoZin-2 fluorescence. B-score of Tl+ flux slope (higher = more flux/activation; lower = inhibition) at 10 µM;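 active means thallium flux slope and its plate-corrected score both differing from the plate sample mean at a set confidence after two filtering rounds, in either direction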;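 further: slope of fluorescence scaled to starting intensity during 10 to 20 s after thallium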
* marks the source's active call; other numbers are inactive results; nt = not tested or not shown; & = joins results of further samples; [ ] = dose if it differs, or a comment.

SMILES,MDM2 E3 inh,EBV gp42 inh,eIF4E-4G inh,Cl transport mod,TNF death inh,PERK inhibitor,Rad51 HR inh,zVAD death inh,m-calpain inh
CC(=O)Nc1cc(-c2ccc(Cl)cc2)nn1-c1ccccc1,-3,-10,6,0.54,1.9,0.2,2,0.0,-14
COc1ccccc1N1CCN(C(=O)Nc2ccc([N+](=O)[O-])cc2)CC1,-9,1,2,-0.37,1.0,-1.3,nt,0.8,18
O=C(Nc1cccnc1)c1ccccc1-c1ccccc1,-11,-19,4,0.0084,-0.2,0.4,10,0.1,-12
Nc1cc(N)nc(SCC(=O)N2CCCCC2)n1,-6,-3,3,nt,-5.1,0.0,-1,-0.1,-16
COc1ccc(C(=O)N2CCCCC2)cc1S(=O)(=O)Nc1cccc(C(=O)O)c1,10,-17,3,-0.91,0.1,1.8,0,-1.6,-3
CCOC(=O)C1CCCN(C(=O)CCCOc2cc(=O)n(C)c3ccccc23)C1 (stereo unspecified),-4,5,3,-0.062,-2.0,-0.2,3,-0.1,-12
CC(CCc1ccccc1)NC(=O)C1CCN(C(=O)c2sccc2-n2cccc2)CC1 (stereo unspecified),-19,5,2,-1.4,0.1,0.3,2,-0.1,-12
O=C(NNC(=O)c1cccc([N+](=O)[O-])c1)c1ccncc1,-16,-10,2,0.45,-0.9,0.9,-1,2.4,24
N#Cc1cc2c(nc1SCc1nc3ccccc3[nH]1)CCC2,-74,-13,1[fluorescence artefact?],nt,0.6,-1.2,-1,15,-16
N#C/C(=C(/O)CN1CCOCC1)c1nc(-c2ccccc2)cs1,-12,-12,1,0.66,2.3,0.8,1,2.6,-12
O=C(Nc1ccccc1)/C(=C/c1ccccc1)NC(=O)c1ccco1,-91,-8,-1,-0.026,-0.3,-0.3,-5,2.4,12
O=C(CSc1ccc(Cl)cc1)c1ccco1,-18,15,13,nt,5.0,0.0,-12,-0.7,-30
O=C1OC(/C(=C\Nc2ccc(F)cc2F)[N+](=O)[O-])c2ccccc21 (stereo unspecified),-4,-2,-1,-0.8,-6.6,1.3,-5,0.8,-7
C/C(=N\Nc1ccc(C(=O)O)cc1)c1ccc(S(=O)(=O)NCc2ccco2)cc1,-10,-7,0,4.5*,-0.5,0.3,-2,0.8,13
CCN(CC)CCNC(=O)C1CCN(S(=O)(=O)N2CCCCC2)CC1,0,-20,-3,-0.032,-0.1,0.8,-2,1.1,-9
O=C(Cc1cccs1)N(Cc1ccco1)C1(C(=O)NC2CCCC2)CCCCC1,-13,-14,-10,-1,3.0,0.2,-1,-1.8,17
Cc1cccc(NC(=S)N(C)C2CCCCC2)c1,-6,-1,-3,-0.43,-0.9,0.9,-1,-0.6,9
O=C(Nc1ccc2c(c1)CCC2)c1c(F)cccc1Cl,-19,-12,2,-0.94,-0.4,0.9,-3,1.0,29
CC(=O)Oc1cccc(N2C(=O)c3ccc(C(=O)O)cc3C2=O)c1,-14,-12,3,0.55,0.1,0.3,1,0.1,12
O=C(Nc1ccccc1)c1sc(N2CCOCC2)nc1-c1ccccc1,-11,-3,-2,-0.68,-0.4,0.2,0,0.2,20
O=C(Cn1cc(C(F)(F)F)ccc1=O)N/N=C/c1ccc(O)cc1,-8,3,-8,1.1,0.3,0.6,11,0.8,-15
COc1cc(C2C(C#N)=C(N)N(c3ccc(F)cc3)C3=C2S(=O)(=O)CC3)ccc1O (stereo unspecified),-5,12,-1,0.14,-0.4,0.4,-8,-0.3,24
N#CC1=C(N)SC(N)=C(C#N)C1c1ccnc2ccccc12,-9,-44,1,0.31,-1.2,-0.2,-39,1.7,-13
CC1CCc2nn(CC(=O)NCCCN3CCOCC3)cc2C1 (stereo unspecified),-19,-9,1,0.63,0.0,0.8,-1,-0.1,9
O=c1[nH]c2ccc(NS(=O)(=O)c3ccc([N+](=O)[O-])cc3)cc2[nH]1,-14,1,6,0.93,0.1,1.4,2,2.0,1
COC(=O)C1CCN(c2cc(=O)n(Cc3ccc(F)cc3)c(=O)[nH]2)CC1,-4,-4,7[fluorescence artefact?],1.8,-0.2,0.0,0,0.5,-10
Cc1cccc(Nc2nc(-c3c(C)nc4ccccn34)cs2)c1,-35,-20,1,1.3,-22,-0.3,-9,0.5,-35
CCN(CCCNC(=O)C1CCN(S(=O)(=O)c2cccc3nonc23)CC1)Cc1ccccc1,2,-14,-5[fluorescence artefact?],0.24,0.3,-0.6,0,-1.6,-18
Cc1[nH]n(-c2ccccc2)c(=O)c1C=Nc1cccc(F)c1,5,-5,-2,4.6*,-3.2,0.0,-8,1.7,4
COc1cc(NS(=O)(=O)c2ccc(N)cc2)nc(OC)n1,nt,-7,2,0.66,1.6,1.5,-10,2.0,-17

2 successive records out of the list so far, for reference:
SMILES,MDM2 E3 inh,EBV gp42 inh,eIF4E-4G inh,Cl transport mod,TNF death inh,PERK inhibitor,Rad51 HR inh,zVAD death inh,m-calpain inh
CC(CCc1ccccc1)NC(=O)C1CCN(C(=O)c2sccc2-n2cccc2)CC1 (stereo unspecified),-19,5,2,-1.4,0.1,0.3,2,-0.1,-12
O=C(NNC(=O)c1cccc([N+](=O)[O-])c1)c1ccncc1,-16,-10,2,0.45,-0.9,0.9,-1,2.4,24

Continued.
SMILES,MDM2 E3 inh,EBV gp42 inh,eIF4E-4G inh,Cl transport mod,TNF death inh,PERK inhibitor,Rad51 HR inh,zVAD death inh,m-calpain inh
O=C(/C=C/c1ccc([N+](=O)[O-])cc1)NNC(=O)C1CC1,-7,-7,3,0.94,-0.3,0.2,-8,0.7,13
CN(Cc1cccnc1)Cc1c(C(=O)N2CCc3ccccc3C2)nc2ccc(Cl)cn12,-3,-3,1,-0.16,3.1,-0.2,nt,0.6,4
COc1cccc(CN(CC2CCCO2)C(=O)c2cc3ccccc3oc2=O)c1 (stereo unspecified),-13,-17,-2,-0.021,1.1,-0.4,-5,-0.9,38
CN(C)c1ccc(-c2noc(C3CCN(C(=O)Nc4ccc(Cl)cc4)CC3)n2)cc1,nt,0,-1,nt,0.1,0.7,3,-0.4,-30
CC(C)CC(NS(=O)(=O)c1ccc2c(c1)oc(=O)n2C)C(=O)N1CC=C(c2ccccc2)CC1 (stereo unspecified),-7,-6,0,nt,-1.0,-1.4,0,0.9,5
C=C(C)Cn1c(NCCOC)nc2c1c(=O)[nH]c(=O)n2C,-13,0,0,-1.7,-0.4,0.5,-4,0.1,-1
CCOC(=O)N1CCN(c2c(NCCN3CCCCC3CC)c(=O)c2=O)CC1 (stereo unspecified),-11,-19,1,0.45,0.4,-0.2,-2,0.2,14
O=C(CCc1ccccc1)Nc1ncc([N+](=O)[O-])s1,-14,5,4,-3,9.8,0.7,1,-0.7,37
COc1cc2c(cc1OC)CN(C(=O)CSc1n[nH]c(N)n1)CC2,-16,6,-3,-0.26,-2.2,1.6,-2,-0.1,0
Cc1cc(=O)[nH]c2c(C)c(Cl)ccc12,1,-20,-3[fluorescence artefact?],nt,1.1,0.0,-5,1.2,-12
CN(C[C@H](CC1CCCCC1)N(C[C@H](Cc1ccccc1)N(CCc1ccccc1)N=O)N=O)N=O,nt,-4,0,0.12,3.9,0.3,-3,0.6,18
CCOC(=O)CCNC(=O)N1CCCC(CNS(=O)(=O)Cc2ccccc2)C1 (stereo unspecified),3,-20,-1,-0.83,-0.6,0.4,6,3.8,-32
COc1cc(CC(NC(C)=O)C(=O)NC2CCN(c3nc(C)cc(C)c3C#N)CC2)cc(OC)c1 (stereo unspecified),6,-4,1,1.7,1.1,1.4,nt,4.6,-21
COc1ccc(C(c2sc3nc(C)nn3c2O)N2CCN(CCO)CC2)cc1OC (stereo unspecified),-4,-2,0[fluorescence artefact?],0.49,2.1,-0.7,-8,-1.7,-37
Cc1cc(N/N=C/c2ccc(O)cc2)nc(NS(=O)(=O)c2ccccc2)n1,-16,8,13,0.38,-0.9,0.4,-16,1.0,20
COC(=O)c1ccc(NC2c3ncccc3C(=O)N2Cc2cccs2)cc1 (stereo unspecified),-23,-26,-1,0.32,-0.6,-0.1,12,-0.7,-17
CCc1cccc(NC(=O)CS(=O)Cc2nc(-c3ccc(C)cc3)oc2C)c1 (stereo unspecified),-15,7,-8,-0.22,-0.8,-0.3,1,0.9,7
CCn1c(=O)n(CC)c2cc(S(=O)(=O)Nc3c(C)cccc3C)ccc21,-8,-7,-3,-0.15,-0.6,-0.9,-6,0.4,1
Cc1ccc(S(=O)(=O)N2CCN(C(=O)N(c3ccccc3)c3ccccc3)CC2)cc1,-8,-25,0,nt,1.1,0.2,0,0.6,3
CC(C)OC(=O)/C(=C/c1ccc(Br)cc1)NC(=O)c1ccco1,-25,2,-1,-0.19,-1.8,-0.1,-27,-0.6,-5
CCOC(=O)N1CCC(NC(=O)c2ccc(CS(=O)(=O)c3ccccc3C)o2)CC1,-12,-14,3[fluorescence artefact?],-2.2,0.1,0.8,-2,-0.5,1
O=C(CN1CCN(c2ccc(O)cc2)CC1)NC1CCCc2ccccc21 (stereo unspecified),5,-15,-6,0.44,-2.2,0.4,4,0.2,2
Cc1ccc(Cl)c(Nc2ccccc2C(=O)O)c1Cl,nt,-8,-1,-1.4,2.1,-0.1,-4&2,2.1,8
CN(NC(=S)Nc1ccc(OC(F)F)cc1)C(=S)Nc1ccc(OC(F)F)cc1,-14,-16,-1,0.58,0.4,0.5,1,0.2,11
COCCNC(=S)N/N=C(\C)c1ccc(Cl)s1,nt,0,-6,32*,-0.3,0.1,5,-0.3,-3
COC(=O)C1=NN(C(=O)c2ccc(Cl)cc2)C(O)(c2ccccc2)C1 (stereo unspecified),18,-18,7,17*,-0.7,1.8,-25,0.3,35
Cc1ccc(-c2csnn2)cc1,-21,2,2,1.3,-0.7,0.4,10,-0.3,-11
O=[N+]([O-])c1cc(-c2nnc(C34CC5CC(CC(C5)C3)C4)o2)cc([N+](=O)[O-])c1,8,-15,-15,0.83,-6.1,1.2,nt,0.3,18
N#Cc1cnn(-c2nc3sc4c(c3c(=O)[nH]2)CCCC4)c1N,-24,10,1,nt,-5.7,1.2,nt,-0.1,-62
CCCCN(C)CCNC(=O)c1nn(-c2ccc(OC)cc2)c(=O)c2c1c1ccccc1n2C,-18,0,1,0.14,2.7,0.0,nt,1.0,5

Assay outcomes: PubChem BioAssay, several laboratories
